Bioassay records: PubChem, Fisher Drug Discovery Resource Center
mcGAS lum = blocks mouse cGAS activity | actives 0.15% (n = 160,000) | recombinant cGAS, Kinase-Glo ATP depletion luminescence | inhibition, % at 12.5 µM | Q8C6L5;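 further: 0% = negative control wells and 100% = reference inhibitor with no enzyme activity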
NPYLR7 ag = mosquito NPYLR7 agonism. actives 0.15% (n = 270,000). activation, % at 10 µM. HEK293T NPYLR7/Galpha15, GCaMP6s calcium fluorescence; in the data active means activation above about 40%;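 further: 0% = vehicle and 100% = reference agonist at the receptor; some compounds past the cut are filed as inactive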
hcGAS inh = human cGAS inhibition; Q8N884; recombinant h-cGAS, ATP depletion, Kinase-Glo luminescence; inhibition, % at 12.5 µM; actives 0.081% (n = 290,000); AID 1259398;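 further: 0% = vehicle reaction and 100% = reaction without DNA for no activity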
Target sequence (Q8N884 whole entry, looked up): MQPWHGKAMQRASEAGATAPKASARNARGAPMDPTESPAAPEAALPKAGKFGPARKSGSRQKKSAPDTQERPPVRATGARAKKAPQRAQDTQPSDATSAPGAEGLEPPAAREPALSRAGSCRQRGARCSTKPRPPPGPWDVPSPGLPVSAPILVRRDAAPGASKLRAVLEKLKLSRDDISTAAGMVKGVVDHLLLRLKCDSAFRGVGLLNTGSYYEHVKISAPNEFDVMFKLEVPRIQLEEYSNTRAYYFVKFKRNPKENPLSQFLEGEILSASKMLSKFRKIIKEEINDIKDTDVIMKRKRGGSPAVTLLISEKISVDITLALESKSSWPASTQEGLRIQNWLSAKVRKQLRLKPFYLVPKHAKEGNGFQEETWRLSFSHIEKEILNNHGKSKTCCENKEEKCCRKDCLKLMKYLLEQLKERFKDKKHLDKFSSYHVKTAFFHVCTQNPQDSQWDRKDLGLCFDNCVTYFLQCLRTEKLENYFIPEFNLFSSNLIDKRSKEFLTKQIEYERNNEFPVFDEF
Active calls of the source: *; . = not tested or not shown; & = joins results of further samples. Unless noted, no stated cut-off is given here; in the data, active means inhibition above about 40%; inactive means the rest.

SMILES	mcGAS lum	NPYLR7 ag	hcGAS inh
N#CC1(c2ccccc2)CCN(C(=O)C2CCCCC2C(=O)NCCNc2cccc3ccccc23)CC1 (stereo not given)	-5	6	-11
Cc1c(C(=O)N2CCN(C(=O)c3cccc(C(F)(F)F)c3)CC2)cc(-c2ccccc2)n1-c1ccccc1Cl	-6	-11	-9
CCN(CC1CCCO1)C(=O)c1ccc(-n2cc(NC(=O)c3ccoc3)cn2)cc1 (stereo not given)	.	1	-10
CCn1nc(CN(C)C)c2c1CCNC2	-6	.	-16
O=C(NC(Cn1ccnc1)c1ccccc1)c1cnn2c1CCCC2 (stereo not given)	.	4	-3
O=C(NCCc1c[nH]c2ccccc12)C1CCCN(c2nc3c(-c4ccccc4)csc3c(=O)[nH]2)C1 (stereo not given)	.	-6	1
CCOc1ccccc1-c1nccn1Cc1cnc2c(c1)CCC2	.	3	-8
Cc1csc(SCc2cc(=O)c(OC(=O)c3ccc([N+](=O)[O-])cc3)co2)n1	-6	-2	-7
c1ccc(-c2ccc(CNC3CCN(C4CC4)C3)cc2)cc1 (stereo not given)	1	-1	-1
Brc1c(CNCCn2cccn2)nc2sccn12	.	4	1
CC1(C(=O)NCc2cccs2)CCN1C(=O)Cc1cccc2ccccc12 (stereo not given)	-1	-4	3
Cn1cc(S(=O)(=O)Oc2ccc(Cl)cc2)c(=O)n(C)c1=O	-10	1	-6
Nc1cc(S(=O)(=O)N2CCOCC2)ccc1O	-1	6	2
COCCN(CC(=O)N(CCc1c[nH]c2ccccc12)Cc1ccc(OC)c(OC)c1)C(=O)c1cccc(C(F)(F)F)c1	-6	.	-12
O=C(NC[C@H]1C[C@H]2C=C[C@H]1C21CC1)c1ccc(OC2CCN(Cc3ccccn3)CC2)cc1	.	21	-7
Cc1ccc(C(=O)NC2C(=O)Nc3cccc(C)c32)cc1NC(=O)C1CCCC1 (stereo not given)	.	5	-3
COCCNC(=O)c1cc(NC(=O)Nc2ccc(SC)cc2)ccc1N1CCC(C)CC1	-6	35	-6
COCCN(Cc1nccn1Cc1cccc(F)c1)C(=O)c1cccc(F)c1	-3	5	0
CCn1c(SCc2ccc(C(=O)NCc3cccc(C(F)(F)F)c3)cc2)nnc1-c1cccc(OC)c1	-4	.	-5
CCOCCCn1c(SCc2nc3ccccc3[nH]2)nc2cc(S(=O)(=O)N3CCOCC3)ccc21	-6	8	-7
O=C(N/N=C\c1cn[nH]c1-c1ccccc1)C1CC1(c1ccccc1)c1ccccc1 (stereo not given)	-10	-9	-6
COc1cn(C)c(C(=O)Nc2cccc(Cl)c2C)cc1=O	.	3	-11
CCN1C(=O)C2(CCCCC2)NC1c1cc2cccc(C)c2nc1Cl (stereo not given)	.	0	-4
CCC1(C)CC(=O)NC1=O (stereo not given)	-5&-3	-11&0&-1	-3&0&-2
Cc1ccc(C)c(C(=O)NC(C)c2ccccc2OC(F)F)c1 (stereo not given)	.	6	-3

Three compounds out of the list, sorted by molecular weight, ascending:
SMILES	mcGAS lum	NPYLR7 ag	hcGAS inh
COCCNC(=O)c1cc(NC(=O)Nc2ccc(SC)cc2)ccc1N1CCC(C)CC1	-6	35	-6
Cc1c(C(=O)N2CCN(C(=O)c3cccc(C(F)(F)F)c3)CC2)cc(-c2ccccc2)n1-c1ccccc1Cl	-6	-11	-9
COCCN(CC(=O)N(CCc1c[nH]c2ccccc12)Cc1ccc(OC)c(OC)c1)C(=O)c1cccc(C(F)(F)F)c1	-6	.	-12

The listing continues:
SMILES	mcGAS lum	NPYLR7 ag	hcGAS inh
Cc1ccc(CNCc2cccnc2Oc2ccccc2)o1	.	2	-5
Cc1cnccc1N1CCCN(Cc2c(CO)cnc(C)c2O)CC1	3	-4	5
Cc1ccc(C(C)NCc2cn(CCC(N)=O)c3ccccc23)cc1C (stereo not given)	-12	-1	-6
Cc1nc(SCc2ccccc2Cl)c2c(=O)n(C)c(=O)n(C)c2n1	.	10	-2
O=C(NCCC(c1ccccc1)c1ccccc1)C1CCC(=O)N(C2CCCC2)C1 (stereo not given)	-9	0	0
O=C(C1CC1)N1CCCC(OCC2CC2)C1 (stereo not given)	-5	-4	-6
CN(Cc1cn(C)nc1-c1ccccc1)C1CCCN(Cc2ccccc2F)C1 (stereo not given)	-10	3	-8
Cc1nonc1CC(=O)NC1CC(=O)N(CCc2ccccc2)C1 (stereo not given)	.	8	-12
O=C(O)c1cc([N+](=O)[O-])c[nH]1	.	1	-4
C/C=C/c1ccc(OCC(O)CN2CCCC2c2ccsc2)c(OC)c1 (stereo not given)	.	-1	-1
CCNC(=O)c1noc(-c2cc(C(C)C)c(O)cc2O)c1-c1ccc(CN2CCOCC2)cc1	-11	-8	-8
Cc1ccc(NC(=O)Cn2c3ccccc3c3ncn(Cc4ccccc4)c(=O)c32)cc1	-11	-3	-4
Cc1nnc(CN(C)C2CCC(NC(=O)OC(C)(C)C)CC2)o1 (stereo not given)	.	5	-9
CSc1ccccc1NC(=O)COC(=O)c1cccnc1N	.	-2	2
CCc1nccc(CN2CCCC(CNC(=O)c3occc3C)C2)n1 (stereo not given)	-18	0	-4
CCSc1ccccc1C(=O)Nc1ncc(C)s1	.	-1	9
O=C(C1CCN(C2CCN(Cc3nc4ccccc4s3)CC2)CC1)N1CCCC1	-14	9	-2
N#CC1C(=N)C(C#N)(C#N)C(c2ccccc2)C2CNCC=C12 (stereo not given)	-1	12	-6
COc1ccc(Nc2ncccc2C(=O)NC(c2ccc(F)cc2)c2ccc(SCc3ccccc3)cc2)cc1 (stereo not given)	-4	-2	-8
CC1C(=O)N(c2ccc(Cl)cc2)CCN1C(=O)NC(C)(C)C (stereo not given)	-6	-1	-5
C=CCN(Cc1csc(COc2ccc(OC)cc2)n1)C(=O)c1ccco1	-6	22	-8
CCC(C(=O)N1CCc2cc(OC)c(OC)cc2C1C(C)C)c1ccccc1 (stereo not given)	-8	-5	-8
O=C(Nc1ccc(C2SCC(=O)N2c2ccc(C(F)(F)F)cc2)cc1)C1CC1 (stereo not given)	-5	27	-2
COCC(=O)N(Cc1csc(COc2cc(Cl)ccc2Cl)n1)C(C)C	-6	0	-6
O=C1CC(c2ccccc2)Sc2nc(C34CC5CC(CC(C5)C3)C4)nn21 (stereo not given)	.	1	1

One compound at a time, from the list above. Order of screens: mcGAS lum, NPYLR7 ag, hcGAS inh
`COCC(=O)N(Cc1csc(COc2cc(Cl)ccc2Cl)n1)C(C)C` is listed as -6, 0, -6
`O=C(Nc1ccc(C2SCC(=O)N2c2ccc(C(F)(F)F)cc2)cc1)C1CC1` (stereo not given) is listed as -5, 27, -2

(more compounds)
SMILES	mcGAS lum	NPYLR7 ag	hcGAS inh
O=C(CSc1nc2c(cnn2CCO)c(=O)[nH]1)Nc1ccccc1C(F)(F)F	.	4	-10
CCCC1CN(CCOC)C(=O)c2cccnc2O1 (stereo not given)	0	1	5
CCNC(=O)NC(=O)C(C)Sc1nc(C(C)C)n(-c2ccccc2)n1 (stereo not given)	.	4	-3
CN(Cc1nc(-c2ccccc2)no1)Cc1ccnc2ccccc12	-2	4	-5
CC(C)CC(=O)NCC1(NC(=O)CC(C)C)CCOCC1	.	9	-10
N#Cc1ccccc1OCC(O)CNCCNC(=O)Nc1ccccc1 (stereo not given)	.	-20	1
CCC(O)CN(Cc1ccccc1)Cc1ccc(C)s1 (stereo not given)	-10	-1	-8
CCc1[nH]n(-c2cccc(Cl)c2)c(=O)c1C1=C([n+]2ccc(C)c(C)c2)C(=O)N(CC(C)C)C1=O	-5	-4	-1
CC(C)CCNC(=O)Cn1c2ccccc2c(=O)c2ccccc21	.	1	-5
Cc1cnc(C(=O)N2CCN(C(=O)c3csc(=Nc4ccccn4)n3Cc3ccccc3)CC2)cn1	.	5	-3
COC(=O)[C@]1(C)N[C@H](c2ccc(-c3ccncc3)cc2)[C@@H]2C(=O)N(C)C(=O)[C@@H]21	-8	0	0
Cc1ccccc1-n1c(SCc2cccc(C#N)c2)nnc1C1CCCCC1	-12	.	-5
COc1ccc(-n2ccnc(SCC(=O)NCCC(C)C)c2=O)cc1Cl	-6	1	-9
Cc1n[nH]c(=O)c(C(=O)NCCc2ccc(OCC(C)C)cc2)c1C	.	5	-6
CCN(CC)C(=O)C(C1CCCC1)N1CCN(C(=O)CCc2ccccc2)CC1 (stereo not given)	-4	-6	-5
Cc1ccc(C)c(OCCNC(=O)C2CCOC2)c1 (stereo not given)	.	7	-5
CN(CC1CC1)S(=O)(=O)Nc1ccc(Br)cc1O	.	4	-7
Cc1cc2cc(CNC(=O)C3CCCCC3)ccc2n1C	-7	4	-6
Cc1cc(N2CCCN(Cc3cnc(-c4ccccn4)nc3)CC2)ccn1	.	2	-4
COCCOC(=O)C1=C(C)N(C)C(=S)NC1c1cccc(NC(=O)COc2ccc(Cl)cc2)c1 (stereo not given)	-6	-5	-4
CC(Sc1nc2c3ccccc3ncn2n1)C(=O)Nc1ccccc1 (stereo not given)	-6	5	-2
COc1ccccc1-n1ccc2c(cnc3nc(SC)nn32)c1=O	.	3	-8
CC(=C(O)c1ccccc1)S(=O)(=O)c1ccc(C)cc1	.	-5	1
Cc1[nH]n(-c2ccccc2)c(=O)c1C(=O)c1ccc(S(=O)(=O)N2CCOCC2)cc1	.	14	6
O=C(C#Cc1ccccc1)N1CCc2c([nH]c3ccccc23)C1c1ccccn1 (stereo not given)	-11&-3	4&-7	-8&-5

Nothing new here: an excerpt of the list.
SMILES	mcGAS lum	NPYLR7 ag	hcGAS inh
Cc1cnc(C(=O)N2CCN(C(=O)c3csc(=Nc4ccccn4)n3Cc3ccccc3)CC2)cn1	.	5	-3
COC(=O)[C@]1(C)N[C@H](c2ccc(-c3ccncc3)cc2)[C@@H]2C(=O)N(C)C(=O)[C@@H]21	-8	0	0
Cc1ccccc1-n1c(SCc2cccc(C#N)c2)nnc1C1CCCCC1	-12	.	-5

Following part
SMILES	mcGAS lum	NPYLR7 ag	hcGAS inh
O=S1(=O)CCn2c(ncnc2=Nc2cccc(C(F)(F)F)c2)N1	.	-4	0
COc1ccccc1OCc1cc(C(=O)NC2CCNCC2)n[nH]1	.	3	-8
O=C(CNC(=O)c1cccs1)NCc1ccc(Cl)cc1	-5	1	-6
N#CCc1c(C#N)c(N)nc(Nc2ccc(F)cc2F)c1C#N	-5	4	-5
CC(=O)NCCNC(=O)c1ccc2nc(C)c(N(C)C(=O)CCc3ccccc3)n2c1	-3	23	-7
CCCNC(=O)CN1CN(c2ccccc2)C2(CCN(C(=O)Nc3ccc(Cl)cc3)CC2)C1=O	-5	37	-9
COc1ccc2c(C)c(C(=O)N3CCC(Nc4ncccn4)CC3)oc2c1	-11	4	-1
COC(=O)c1ccc(C(=O)N(CCCN(C)C)c2nc3c(F)cc(F)cc3s2)cc1	-8	8	-6
Cc1occc1C(=O)N(Cc1ccccc1O)CC1CCCO1 (stereo not given)	.	-12	-5
CC(C)CC(=O)N1CC(=O)N(CCCc2ccccc2)CC(O)C1 (stereo not given)	1	-7	4
CN(C)S(=O)(=O)N1CCC(Oc2ccc(C(=O)N3C[C@@H]4CCC[C@H]3C4)cc2)CC1	.	4	-3
CCC(C)N(Cc1c(-c2ccccc2F)noc1N1CCOCC1)C(=O)c1cccs1 (stereo not given)	-7	7	-3
COC(=O)C(C)n1cnc2c(nnn2-c2ccc(C)cc2)c1=O (stereo not given)	.	8	0
COc1ccc(Nc2nc(N3CCOCC3)nc(N3CCOCC3)n2)cc1	-6	12	-2
CCOCCCN1COc2ccc3c(=O)c(-c4ccccc4)coc3c2C1	-11	-9	-5
COc1cc(OC)cc(C(=O)N(CCCN2C(=O)c3cccc4cccc(c34)C2=O)c2cccc(OC)c2)c1	.	-2	0
O=C1c2ccccc2NC(c2cccc3c2OCO3)N1c1ccc(Cl)cn1 (stereo not given)	-6	-2	-2
CC(C)(C)Nc1c(-c2ccc(C(F)(F)F)cc2)nc2ccc(Cl)cn12	-2	-7	-1
COCC(=O)Nc1ccc2oc(-c3cccs3)nc2c1	-5	2	-3
CCc1ccc(C2c3cccn3CCCN2Cc2ccc(OC)c(O)c2)cc1 (stereo not given)	.	0	-5
COc1ccc(S(=O)(=O)N(C)C)cc1NC(=O)c1ccccc1	.	-2	7
CC(C)OCc1ccc(C(=O)Nc2ccccc2Cl)cc1	-14	-2	-25
Cc1nnc(SCCC(=O)N2CCC2c2ccc(F)cc2)s1 (stereo not given)	-13	-4	-4
N#Cc1c2c(c(N3CCN(CCO)CC3)n3c1nc1ccccc13)CCCC2	.	5	-2
CN1CC2CCCC3(C1)C(=O)NC1(CCCCC1)N=C23 (stereo not given)	.	9	-5

Random excerpt: three records from the list, in no set order.
SMILES	mcGAS lum	NPYLR7 ag	hcGAS inh
CC(C)OCc1ccc(C(=O)Nc2ccccc2Cl)cc1	-14	-2	-25
COC(=O)C(C)n1cnc2c(nnn2-c2ccc(C)cc2)c1=O (stereo not given)	.	8	0
COc1ccc2c(C)c(C(=O)N3CCC(Nc4ncccn4)CC3)oc2c1	-11	4	-1

More compounds:
SMILES	mcGAS lum	NPYLR7 ag	hcGAS inh
CC(=O)N(C)c1ccc(Nc2c(C)cc(C)cc2C)c2c1C(=O)c1ccccc1C2=O	-7	4	0
COc1ccccc1-n1cnnc1Cc1ccncc1	.	1	-3
O=C(COC(=O)C=Cc1ccccc1[N+](=O)[O-])Nc1ccc(N2CCCCC2)cc1	.	18	-11
COc1ccccc1N1CCN(C(=O)c2cc(-c3cccn3C)nn2-c2ccccc2Cl)CC1	-5	14	-3
CC1C(=O)N(c2ccc([N+](=O)[O-])cc2)CCN1C(=O)c1ccc(Cl)c(Cl)c1 (stereo not given)	.	-4	1
COc1c(Cl)c(OC)c2c(O)coc2c1Cl	.	6	-4
CC(SCc1cc(Cl)c2c(c1)OCCO2)C(=O)N1c2ccccc2NC(=O)C1(C)C (stereo not given)	.	1	-4
CC1(C)C[C@H]2C[C@@H](O)[C@H](N3CCN(c4ccncc4)CC3)[C@]2(O)CO1	-8	2	2
Cc1cc(C)n(CC(=O)NCc2ccccc2F)n1	.	-1	-3
O=C(CNCc1ccccc1-n1cccn1)NCc1ccccc1F	-12	19	1
